NPYLR7 ag: agonists of mosquito NPYLR7 receptor, primary screen, cell-based, Aedes aegypti, calcium fluorescence, mosquito biting behavior; actives 0.15% (n = 270,000); activation, % at 10 µM; AID 1259423, 2018; Aedes aegypti neuropeptide Y-like receptor 7 (NPYLR7); HEK293T NPYLR7/Galpha15, GCaMP6s calcium fluorescence; in the data active = activation above about 40%;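 also: 0% = vehicle and 100% = reference agonist at the receptor; some compounds past the cut are filed as inactive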
hcGAS inh: Primary biochemical luminescence assay for human cyclic GMP-AMP synthase inhibitors; inhibition, % at 12.5 µM; Q8N884; actives 0.081% (n = 290,000); AID 1259398, 2018; recombinant h-cGAS, ATP depletion, Kinase-Glo luminescence;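 also: 0% = vehicle reaction and 100% = reaction without DNA for no activity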
Target sequence (Q8N884 whole entry, looked up): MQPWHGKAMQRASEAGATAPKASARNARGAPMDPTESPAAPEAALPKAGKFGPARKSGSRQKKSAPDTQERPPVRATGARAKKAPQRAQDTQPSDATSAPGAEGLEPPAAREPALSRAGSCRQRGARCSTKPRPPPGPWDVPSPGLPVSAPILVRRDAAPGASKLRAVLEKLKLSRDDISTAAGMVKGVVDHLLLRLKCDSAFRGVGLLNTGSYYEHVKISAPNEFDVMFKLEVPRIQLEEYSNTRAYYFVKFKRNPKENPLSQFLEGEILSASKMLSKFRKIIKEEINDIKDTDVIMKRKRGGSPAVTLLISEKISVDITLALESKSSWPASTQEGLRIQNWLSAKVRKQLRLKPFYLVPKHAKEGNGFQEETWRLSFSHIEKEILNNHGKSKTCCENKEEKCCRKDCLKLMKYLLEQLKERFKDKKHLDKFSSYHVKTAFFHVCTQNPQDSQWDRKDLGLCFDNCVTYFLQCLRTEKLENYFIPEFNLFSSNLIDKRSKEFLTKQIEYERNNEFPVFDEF
mcGAS lum: cyclic GMP-AMP synthase inhibitors, mouse, primary biochemical chemiluminescence. Q8C6L5. recombinant cGAS, Kinase-Glo ATP depletion luminescence. inhibition, % at 12.5 µM. actives 0.15% (n = 160,000). AID 1259399, 2018;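 also: 0% = negative control wells and 100% = reference inhibitor with no enzyme activity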
* hit, by the source's call; . = not tested or not shown; & = joins results of further samples. Rule as the data show it, unless noted: active = inhibition above about 40%; inactive = the rest. These rows are one share of the data (hit frequency here may not be typical).

SMILES	NPYLR7 ag	hcGAS inh	mcGAS lum
COc1ccccc1Sc1ccccc1CC(C)N (stereo not drawn)	-5	-7	.
CN1/C(=C/P(=S)(c2ccccc2)N2CCOCC2)C(C)(C)c2ccccc21 (stereo not drawn)	8	-7	-17
COc1ccc(N2C(=O)/C(=C/c3ccc(OC)c(OC)c3)C(=O)NC2=S)cc1	-6	1	.
CCn1nnc2c(N3CCN(C)CC3)ncnc21	14	-7	.
CCC(N)C(O)c1ccc(O)c(O)c1 (stereo not drawn)	42	-3	.
Cc1nc(CC(=O)N2CCCN(Cc3ccc(F)cc3)C(C(C)C)C2)cs1 (stereo not drawn)	.	-9	-13
CCCCCCCCCCNCCC (tested in a mixture with another compound)	-6	-4	.
C#C[C@H]1CN2CC[C@H]1C[C@@H]2CNC(=S)Nc1ccc(C#N)cc1	7	1	0
COc1cccc(CN2CCCC(C(=O)c3ccc(Cl)cc3)C2)c1O (stereo not drawn)	6	-1	.
COc1cccc(CC(C)NC(=O)C(=O)Nc2cc(F)ccc2F)c1 (stereo not drawn)	-18	-12	-15
CNC(=O)CSP(=S)(OC)OC	-4	-1	.
Cc1ccc(-n2c(-c3ccc4ccccc4c3)nc3ccccc3c2=O)cc1	4	-4	-5

Quoted from the entries so far, 4 compounds:
SMILES	NPYLR7 ag	hcGAS inh	mcGAS lum
CN1/C(=C/P(=S)(c2ccccc2)N2CCOCC2)C(C)(C)c2ccccc21 (stereo not drawn)	8	-7	-17
COc1ccc(N2C(=O)/C(=C/c3ccc(OC)c(OC)c3)C(=O)NC2=S)cc1	-6	1	.
CCn1nnc2c(N3CCN(C)CC3)ncnc21	14	-7	.
CCC(N)C(O)c1ccc(O)c(O)c1 (stereo not drawn)	42	-3	.

Returning to the listing, starting 3 compounds before the break.
SMILES	NPYLR7 ag	hcGAS inh	mcGAS lum
COc1cccc(CC(C)NC(=O)C(=O)Nc2cc(F)ccc2F)c1 (stereo not drawn)	-18	-12	-15
CNC(=O)CSP(=S)(OC)OC	-4	-1	.
Cc1ccc(-n2c(-c3ccc4ccccc4c3)nc3ccccc3c2=O)cc1	4	-4	-5
N#Cc1ccc(CN2CC=C(c3ccc(O)cc3)CC2)c(F)c1	-3	-3	-5
CCCOCCNC(=O)C12CNCC1CNC2 (stereo not drawn)	3	-2	-6
CCn1nc(C)c(Br)c1C(=O)N1CCN(CCOC(c2ccccc2)c2ccccc2)CC1	23	-2	-7
COC(=O)CCCC(=O)N1CC2CC(C1)c1cccc(=O)n1C2 (stereo not drawn)	3	-5	.
C[C@]12CCC(=O)C=C1C=CC1C2CC[C@@]2(C)C1CC[C@@]2(O)CCC(=O)O (stereo partly drawn)	-15	1&3	.
CC(=O)c1ccc(C(=O)N2C[C@H](c3ccccc3)[C@@H]3[C@H]2C2CCN3CC2)s1	6	-4	.
Oc1cc(Cl)ccc1Oc1ccc(Cl)cc1Cl	17	-2&-4	.
O=C(COc1ccc(Cl)cc1)N1CCN(C(C(=O)N2CCCC2)C2CCCC2)CC1 (stereo not drawn)	-7	-1	0
CC1(C)CC2=NN(c3ccccc3)P(=S)(Nc3nccs3)C2=C(N2CCCC2)C1 (stereo not drawn)	2	-1	-1
N#CCCN	6	-4	-4
O=C(O)c1cccnc1CN1CCC(n2nnc3ccccc32)CC1	5	-1	.
CCc1c(C(=O)OC)ncc2[nH]c3cc(OC)c(OC)cc3c12	-5	0	-3
N#Cc1ccc(S(=O)(=O)NNc2ncc(C(F)(F)F)cc2Cl)cc1Cl	-1	-3	-7
Oc1cc(O)cc(CN2CCN(CCOC(c3ccc(F)cc3)c3ccc(F)cc3)CC2)c1	-5	-8	-6
Cc1nn(C(C)(C)C)c(C)c1C(=O)NC1CCSc2c(F)cccc21 (stereo not drawn)	-20	-10	.
CC(C)(C)c1nn(C(C)(C)C)c2c1C(c1ccsc1)SCC(=O)N2CC(=O)NCc1ccccn1 (stereo not drawn)	.	-3	-4
Cc1nc(C(C)C)ncc1C(=O)N1CCC2(CCN(C)C2)CC1	-1	-6	-4
CCN(Cc1ccc(F)cc1)C(=O)C(C)N1CCCC1=O (stereo not drawn)	-5	-4	.
Cc1cc(NC(=O)c2cccn(Cc3ccc(Cl)cc3)c2=O)c2ccccc2n1	12	-11	.
OC12CCCCC1CNCC2 (stereo not drawn)	-3	-3	.
CCOP(=O)(OCC)C(N)c1ccc(Cl)cc1 (stereo not drawn)	3	-7	-7
CNC(=O)c1nn(Cc2ccc(S(=O)(=O)N3CCCCC3)cc2)c2ccccc12	15	-6	-4
Cc1cc([P+](=O)O)c(C)n1-c1ccc(Br)cc1	6	-9	.
NC(=O)c1ccccc1NC(=O)c1cccn(Cc2ccccc2Cl)c1=O	14	-12	.
CCc1c(C(=O)C(N)=O)c2c(OCC(=O)O)cccc2n1Cc1ccccc1	-7	-10	-10
Cc1sc(-c2ccccc2)nc1CC(=O)N1CCN(CC(=O)NC(C)C)CC1	0	7	-2
Cc1ccccc1Cn1cccc(C(=O)Nc2cc(Cl)ccc2C#N)c1=O	11	-8	.
CN1C(=CP(=S)(c2ccccc2)N2CCOCC2)C(C)(C)c2ccccc21 (stereo not drawn)	6	-9	.
COC(=O)c1cccc(CN2CCO[C@@H]3CCCC[C@H]32)n1	7	-1	.
CCCN1CCCC1Cc1ccc(F)cc1 (stereo not drawn)	17	-9	.
Cc1[nH][nH]c(=O)c1CC(=O)N1CCN(C)C2(CCN(C)CC2)C1	20	-3	.
COc1cc(C=C2C(=O)NC(=S)NC2=O)cc(Br)c1OC	0	-6	-7
CN1CCN2CCN(Cc3cccn3-c3ccccn3)CC2C1=O (stereo not drawn)	.	-2	-18
NC1(c2nc(CC3CCCO3)no2)CCCCC1 (stereo not drawn)	-6	-6	.
Nc1ccncc1	7	-11&-1	-6&-2
CCOC(=O)C1C(=N)Oc2cc(O)ccc2C12C(=O)N1c3c(cccc32)C(C)CC1(C)C (stereo not drawn)	16	-2	.

Structures above with a cyano group (5):
SMILES	NPYLR7 ag	hcGAS inh	mcGAS lum
C#C[C@H]1CN2CC[C@H]1C[C@@H]2CNC(=S)Nc1ccc(C#N)cc1	7	1	0
N#Cc1ccc(CN2CC=C(c3ccc(O)cc3)CC2)c(F)c1	-3	-3	-5
N#CCCN	6	-4	-4
N#Cc1ccc(S(=O)(=O)NNc2ncc(C(F)(F)F)cc2Cl)cc1Cl	-1	-3	-7
Cc1ccccc1Cn1cccc(C(=O)Nc2cc(Cl)ccc2C#N)c1=O	11	-8	.

More structures follow:
SMILES	NPYLR7 ag	hcGAS inh	mcGAS lum
Clc1ccc(NC2=NCCS2)cc1Cl	25	-4	.
COc1ccc2c(c1)c(C(=O)Nc1ccc(C(N)=O)cc1)nn2Cc1ccc(OCc2ccccc2)cc1	1	-1	-4
O=C(c1ccccn1)C1CCCN(Cc2ccc(-n3ccnc3)cc2)C1 (stereo not drawn)	1	-3	.
CCCc1ccc(S(=O)(=O)N2CCN(CCOC(c3ccccc3)c3ccccc3)CC2)cc1	3	1	3
N#Cc1cc2ccc(O)cc2oc1=O	24	-1	-1
O=P1(N2CCOCC2)C=C(c2ccccc2)c2cc(Cl)ccc2O1 (stereo not drawn)	3&4	-6&-7	-7
CNC(=O)c1ccc(CN2CC=C(c3cnn(-c4ccccc4C)c3)CC2)o1	21	0	-8
OC(c1ccccc1)(c1ccccc1)C1CN2CCC1CC2 (stereo not drawn)	17	-10	-4
O=C(N1CC2CC(C1)c1cccc(=O)n1C2)n1ccnc1 (stereo not drawn)	6	-4	-3
N#Cc1ccc(NC(=O)c2ccc(Cl)cc2F)cc1Cl	2	-11	.
CC(C)(C)c1nn(C(C)(C)C)c2c1C(c1ccccc1F)SCC(=O)N2CC(=O)NCc1cccnc1 (stereo not drawn)	4	0	0
COc1ccc(-c2nc3ccccc3c(=O)n2-c2cccc(C)c2)cc1F	1	-1	-8
c1ccc2c(c1)Nc1ccccc1S2	-3&-17	-4&0	.
CCOC(=O)CN1CCCC2(CCNC2)C1 (stereo not drawn)	.	3	0
Fc1ccc(N2CCN(C[C@H]3CN4CC[C@H]3C[C@@H]4CNC(=S)Nc3ccc(-n4cccn4)cc3)CC2)cc1	-11	-6	-3
Oc1ccc2c3c1O[C@H]1c4oc5ccccc5c4C[C@@]4(O)C(C2)N(CC2CC2)CCC314 (stereo partly drawn)	2	-4	-5
CNC(C)(C)Cc1ccccc1	-8&1	-4&-5&-3	-2
NCCC(O)C(=O)N[C@@H]1C[C@H](N)[C@@H](OC2O[C@H](CN)[C@@H](O)[C@H](O)[C@H]2N)[C@H](OC2O[C@H](CO)C(O)[C@H]2O)[C@H]1O (stereo partly drawn)	1	-1	-1
CN1[C@@H]2CC[C@H]1CC(OC1c3ccccc3CCc3ccccc31)C2 (stereo partly drawn)	7	-6	.
CN1CCN2CCN(C(=O)CCc3cc(=O)[nH]o3)CC2C1 (stereo not drawn)	17&8	-11&-7	.
O=C(O)CF	-9	-4	.
Cc1cc(O)ccc1Cl	-6	-2	.
CCc1nn2c(=O)cc(CN3CC=C(c4cnn(C(C)(C)C)c4)CC3)nc2s1	18	-2	-5
CCOC(=O)C1=C(C)OC(=N)C(C(=O)OC(C)C)C12C(=O)Nc1ccccc12 (stereo not drawn)	-2	-2	-3
O=C(O)c1cn(CC2CCCO2)nn1 (stereo not drawn)	-4	-2	-1
COCCN1CCCN(C(=O)Cc2c[nH]c3cc(C)ccc23)CC1	5	-14	.
COc1ccccc1NC(=O)c1cccn(Cc2cccc(C)c2)c1=O	17	-13	.
CC(C)(C)c1nn(-c2ccccc2Cl)c2c1C(c1ccccc1F)SCC(=O)N2CC(=O)NCc1ccco1 (stereo not drawn)	.	-6	-9
CN1C(=C2C=NN(c3ccccc3)P2(=S)N2CCCCC2)C(C)(C)c2ccccc21 (stereo not drawn)	3	1	.
O=C(COc1ccc(F)cc1)N1CCN(Cc2cccc(-c3noc(-c4ccco4)n3)c2)CC1	5	5	1
COc1ccccc1NC(=O)CN1CC=C(c2cnn(C(C)(C)C)c2)CC1	5	0	-14
O=C(O)CSCC(=O)N1C[C@@H]2C[C@H](C1)c1c(-c3ccc(Cl)cc3)ccc(=O)n1C2	-10	-3	-6
NC(=O)OC(c1ccccc1)C(Cl)(Cl)Cl (stereo not drawn)	0	-5	.
Clc1cccc(Cl)c1C1N2CCCN12 (stereo not drawn)	-1	-2	-6
CSC1(CO)C(=O)N(C)C(Cc2ccccc2)(SC)C(=O)N1C (stereo not drawn)	-8	-3	-7
N#CC(C#N)=Cc1ccc(O)cc1	4	-7	.
CC(C)(C)n1cc(C2=CCN(Cc3ccc4c(c3)OCO4)CC2)cn1	-4	0	.
COC(=O)c1ccc(N=C(c2ccccc2)c2c(O)n(C)c(=O)n(C)c2=O)cc1	-1	4	-1
Cc1o[nH]c(=O)c1CC(N)C(=O)O (stereo not drawn)	-2	-1	-3
CN1CC2(C)CNCC(C)(C1)C2	-8	-4	.
O=C(Cc1c[nH]c2ccccc12)N1CCN(Cc2ccc(-c3noc(-c4ccccc4)n3)cc2)CC1	27	-5	-3
O=C(Nc1ccc(Cl)cc1C(=O)c1ccccc1F)c1ccc(=O)[nH]c1	-3	4	-3
S=C(Nc1ccc(Oc2ccccc2)cc1)NC1CN2CCC1CC2 (stereo not drawn)	10	-7	-6
CC(Cc1ccccn1)N(C)C1CCN(c2ccc3c(c2)OCO3)CC1 (stereo not drawn)	-3&3	1&-4	.
CN(C)CCO/N=C1/CN2CCC1CC2	6	-8	.
COc1ccc(C(=O)Nc2ccc3[nH]cc(CCN4CCOCC4)c3c2)cc1C(F)(F)F	13	-6	-6
Cc1ccc(C)c2sc(N3CCNCC3)nc12	-8	-5	.
COC(=O)c1cccc(NC(=O)N2CCN(CCOC(c3ccccc3)c3ccccc3)CC2)c1	17	-3	-6

The final 2 compounds of the part before open the next one:
SMILES	NPYLR7 ag	hcGAS inh	mcGAS lum
Cc1ccc(C)c2sc(N3CCNCC3)nc12	-8	-5	.
COC(=O)c1cccc(NC(=O)N2CCN(CCOC(c3ccccc3)c3ccccc3)CC2)c1	17	-3	-6
Cn1c(O)c(C=C2C=Nc3ccccc32)c(=O)n(C)c1=O	-4	1	-1
O=C(Nc1ccc(F)c([N+](=O)[O-])c1)c1cccn(Cc2ccccc2)c1=O	19	-13	.
COc1ccc(Br)c(C(=O)Nc2ccc3[nH]cc(CCN4CCOCC4)c3c2)c1	24	0	-6
C[C@]1(O)CCC2C3CC(=O)[C@H]4CC(=O)CC[C@]4(C)C3CC[C@@]21C (stereo partly drawn)	0	8	.
NC1=NC2(CCNCC2)C(=O)N1	1	-6	-7
CC(=O)Oc1ccc(/C=C/c2cc(OC(C)=O)cc(OC(C)=O)c2)cc1	-4	-4	.
Cc1ccccc1CC(=O)N1CCN(CCN2C(=O)CCC2=O)CC1	1	-3	.
CC1(C)C2CC(=O)[C@]3(C)C(CC[C@@]4(C)[C@H](c5ccoc5)OC(=O)C5OC543)[C@@]2(C)[C@@H](O)C[C@H]1O (stereo partly drawn)	.	-5	-4
CNC(=O)O/N=C\C(C)(C)SC	-6	-5	.
COc1ccc(CCN(Cc2ccco2)C(=O)CN(CCN2CCOCC2)C(=O)COc2ccccc2)cc1OC	.	-4	-5
CCn1c(C)cc2c(c1=O)C1(C(=O)N(Cc3ccc(F)cc3)c3ccccc31)C(C(=O)OC)C(=N)O2 (stereo not drawn)	3	0	-6
CCCN(CCC)c1c([N+](=O)[O-])cc(C(F)(F)F)cc1[N+](=O)[O-]	-1	-4	.
CN1CCC2(CC1)N=C(c1ccc(F)cc1)C(=S)N2	5	-9	-4

High-throughput results as filed in PubChem.
